# RXFP1 agonist: agonists of human relaxin receptor RXFP1. Q9HBX9. HEK293T-RXFP1 cAMP TR-FRET, 30 min; response scale: percent of porcine relaxin response, buffer zero. Potency, µM (series often up to 57.5 µM), without a hit: at the highest dose activation, hits mostly activators. 0.3% of 370,000 active. AID 2676; note: potency is the fitted concentration of half-maximal effect; % is set by controls: 0 for no effect and ±100 for the full control effect; nearly all actives have a fitted effect of over 60% in size; many of its hits are not listed in these tables
#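 Agonist response is measured as cAMP accumulation in an RXFP1-transfected HEK293T line under PDE4 inhibition. Values are scaled between buffer-only and 29 nM porcine relaxin, and EC50s come from standard Hill equation fits.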
# Glioma ERSR ind: inducers of ER stress response in human glioma cells; 0.02% of 420,000 active; Potency, µM, for the others: at the top dose activation, most hits filed as activators; U87-MG GRP78 promoter luciferase reporter, 16 h; note: potency is the fitted concentration of half-maximal effect; series mostly up to about 76 µM; % of control where 0% means no effect; nearly all actives have a fitted effect of over 35% in size
#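 Stably transfected U87-MG glioma cells carrying a GRP78-based luciferase sensor; 16 h compound incubation. Luminescence end-point read 10 min after Bright-Glo addition at room temperature.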
# Vif-A3G inh: blocks the Vif interaction with human APOBEC3G; HeLa A3G-eYFP + Vif (tagged APOBEC3G with the HIV-1 protein that degrades it), YFP fluorescence, overnight; Potency, µM (top dose mostly 46.1 µM), inactives show at the top dose activity, negative = active, usual class: inhibitors; 0.076% of 410,000 active;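 note: potency is the fitted concentration of half-maximal effect; % is set by controls: 0 for no effect and ±100 for the full control effect; nearly all actives have a fitted effect of over 60% in size; hits raise eYFP signal because A3G escapes Vif-driven loss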
#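 Read-out is eYFP fluorescence (Ex 488/Em 500-530) from Vif-expressing HeLa A3G-eYFP cells; more signal means A3G escaped Vif-mediated degradation. Cells plated overnight, compound pinned in, incubated overnight at 37 deg C.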
# PI4K2A block: inhibitors of human PI4K2A; Q9BTU6; purified PI4K2A, ADP-Glo luminescence, 1 h; stronger effect = lower value; activity change, negative = inhibition, % at 76.9 µM; 0.13% of 420,000 active; in the data active = activity change below about -50%; inconclusive = mostly about -30% to -49%;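 note: -100% = wells without enzyme as full effect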
#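 ADP-Glo luminescence measured ADP generated by PI4K2A enzyme (4 ug/mL before mixing) with 1.2 mM PI substrate (pre-mix) and 300 microM ATP (pre-mix). Tris pH7.5 buffer with MgCl2, Triton X-100; 1 h reaction at ambient temperature.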
# LDHA inh: LDHA (human) enzyme inhibition; purified LDHA, NADH/diaphorase-resazurin fluorescence; stronger effect = lower value; activity change, % (values are at about 110 or 230 µM); 0.15% of 480,000 active; P00338; in the data active = activity change below about -30%; inconclusive = mostly about -25% to -30%;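 note: plate controls were DMSO wells for no effect and wells without enzyme for full effect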
#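 Remaining NADH was detected by diaphorase (0.133 mg/mL) converting 37 µM resazurin to fluorescent resorufin, read at 0 and 20 minutes. The preceding 5-minute room-temperature reaction used 2 nM LDHA, 0.2 mM sodium pyruvate and 0.06 mM NADH at pH 7.4.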
# TrxR1 substrate: substrates of rat thioredoxin reductase 1; O89049; purified TrxR1 substrate turnover, NADPH consumption readout; Potency, µM (highest dose often 114 µM), inactives show at the top dose activity change, negative = substrate turnover; 0.01% of 390,000 active; AID 588456; note: potency is the fitted concentration of half-maximal effect; % is set by controls: 0 for no effect and ±100 for the full control effect; nearly all actives have a fitted effect of over 50% in size
#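 Rat TrxR1, dispensed at 90 nM, was prereduced with 400 uM NADPH (final) for 5 min at ~22 deg C, then incubated with compound 15 min before 400 uM selenite. A first-read NADPH fluorescence drop versus no-compound background flagged substrates.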
# USP1 inh: USP1/UAF1 (human) deubiquitinase inhibition; recombinant USP1/UAF1, Ub-Rhodamine cleavage fluorescence; Potency, µM (titrated, usually from 57.1 µM), for the others: at the top dose activity change, negative = inhibition, actives largely listed as inhibitors; 0.23% of 390,000 active; note: potency is the fitted concentration of half-maximal effect; % is set by controls: 0 for no effect and ±100 for the full control effect; nearly all actives have a fitted effect of over 60% in size; inactives centre near -12
# Target sequence (O94782 whole entry, looked up): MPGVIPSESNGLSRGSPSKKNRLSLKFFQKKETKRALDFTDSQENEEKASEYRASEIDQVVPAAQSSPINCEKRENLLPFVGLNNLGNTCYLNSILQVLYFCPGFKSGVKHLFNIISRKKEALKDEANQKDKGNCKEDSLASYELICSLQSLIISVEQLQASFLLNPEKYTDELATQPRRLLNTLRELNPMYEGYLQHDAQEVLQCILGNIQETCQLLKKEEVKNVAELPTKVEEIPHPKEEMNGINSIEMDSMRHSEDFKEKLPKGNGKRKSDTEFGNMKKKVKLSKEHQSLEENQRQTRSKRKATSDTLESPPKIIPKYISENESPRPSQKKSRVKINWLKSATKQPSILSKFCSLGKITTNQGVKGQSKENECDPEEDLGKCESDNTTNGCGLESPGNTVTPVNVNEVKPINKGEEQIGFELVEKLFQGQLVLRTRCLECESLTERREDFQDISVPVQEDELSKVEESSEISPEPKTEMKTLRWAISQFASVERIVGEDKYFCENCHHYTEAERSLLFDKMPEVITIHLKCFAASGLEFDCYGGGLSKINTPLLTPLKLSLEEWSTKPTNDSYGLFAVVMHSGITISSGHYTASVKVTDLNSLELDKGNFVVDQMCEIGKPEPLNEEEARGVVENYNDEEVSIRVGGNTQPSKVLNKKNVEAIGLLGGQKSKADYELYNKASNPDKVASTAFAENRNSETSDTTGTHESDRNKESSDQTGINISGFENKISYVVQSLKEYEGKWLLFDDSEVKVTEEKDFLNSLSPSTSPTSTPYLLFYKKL
#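 In this screen, compounds sit with the deubiquitinase complex (1nM) for 15 min at room temperature before Ub-Rho is added at 150nM final. Fluorescence rise is then followed for 6 reads every 60 seconds.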
# Vif-A3F inh: inhibitors of Vif-A3F interaction; HeLa A3F-eYFP + Vif (tagged APOBEC3F with the HIV-1 protein that degrades it), YFP fluorescence increase; Potency, µM (series often up to 46.1 µM), for the others: at the top dose activity, negative = active; 0.2% of 390,000 active; AID 602313; note: potency is the fitted concentration of half-maximal effect; % of control where 0% means no effect; nearly all actives have a fitted effect of over 65% in size
#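 Fluorescence increase (Ex 488/Em 500-530) after overnight compound treatment at 37 deg C flags inhibition of Vif-driven A3F-eYFP loss in stable HeLa A3F-eYFP/Vif cells seeded overnight beforehand.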
# IDH1 R132H inh: blocks human mutant IDH1 R132H enzyme; IDH1-R132H enzyme, NADPH consumption, diaphorase/resazurin fluorescence; 0.093% of 390,000 active; AID 602179; Potency, µM (highest dose often 76.6 µM), without a hit: top-dose activity change, negative = inhibition, usual class: inhibitors; note: potency is the fitted concentration of half-maximal effect; % is set by controls: 0 for no effect and ±100 for the full control effect; nearly all actives have a fitted effect of over 65% in size
#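 IDH1-R132H (0.5 ug/mL) preincubated 30 min with compound, then NADPH (0.016 mM) and alpha-KG (2 mM) added; 80 min at RT, pH 7.5. Remaining NADPH coupled via diaphorase/resazurin to fluorescence (540/590 nm); concentration-response curves normalized to no-enzyme control.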
# Active calls of the source: *; u = inconclusive; x = no result given; [ ] = dose if it differs, or a comment. Unless noted, calls come from the whole dose curve; as a rule, active = well fitted curve in the direction sought with a large enough effect; inconclusive = small, poorly fitted or top-dose-only effect, or another doubt; inactive = no such curve, though single readings can be large; an effect the other way counts as inactive or inconclusive. A portion of the library; count on the stated rates, not on these rows.
# Values run as follows: RXFP1 agonist	Glioma ERSR ind	Vif-A3G inh	PI4K2A block	LDHA inh	TrxR1 substrate	USP1 inh	Vif-A3F inh	IDH1 R132H inh
CCCCCc1nc2sc3c(c2c(=O)n1NC(=O)c1ccc([N+](=O)[O-])cc1)CC(C)(C)OC3
  0.0%	11%	-2%	2	-7	7%[57.1 µM]	-21%	0%	-12%
CC(c1nnc(SCC(=O)c2c(N)n(C3CC3)c(=O)[nH]c2=O)n1-c1ccc(F)cc1)N(C)C (stereo not drawn)
  0.8%	2%	0%	-2	-6	0%	-8%	0%	3%
CCN(CC)c1ccc(NC(=O)C2CCCN(S(=O)(=O)c3cnc[nH]3)C2)c(C)c1 (stereo not drawn)
  -2.4%	-3%	2%	-10	9	-6%	4%	-4%	3%
C[C@H](CO)N1C[C@H](C)[C@@H](CN(C)CC2CCCCC2)Oc2c(NS(=O)(=O)c3ccccc3)cccc2C1=O
  x	-1%	0%	-1	-2	7%[57.1 µM]	1%	3%	1%
CC(NC(=O)OC(C)(C)C)C(=O)N1CCCC1C(=O)NC(Cc1ccccc1)C(N)=O (stereo not drawn)
  -0.4%	-1%	-1%	2	-5	4%	-5%	-17%	3%
CCOC(=O)c1c(C)[nH]c(C)c1S(=O)(=O)NCC(=O)NCc1cccc(C)c1
  0.4%	-3%	-1%	-4	2	6%[57.1 µM]	-11%	1%	-19%
CC(C)CC1NC(=O)c2cccnc2-n2c1nc1ccccc1c2=O (stereo not drawn)
  x	-7%	0%	1	-9	x	-2%	-2%	15%
CCOC(=O)c1c(N)sc(C(=O)N2CCCC(C(N)=O)C2)c1C (stereo not drawn)
  x	-4%	-1%	-11	-3	-5%	-10%	-8%	0%
CC1Cc2ccccc2N1S(=O)(=O)c1c(N)n(C)c(=O)n(C)c1=O (stereo not drawn)
  2.6%	-2%	-3%	-3	-12	-4%[57.1 µM]	0%	3%	5%
CCc1ccc(-n2nc(C)c3c(C(=O)Nc4cccc(C(F)(F)F)c4)cc(C)nc32)cc1
  -1.2%	0%	5%	1	3	9%	-12%	0%	0%
O=C(COC(=O)c1nsc(Cl)c1Cl)NC1CCCCC1
  -1.3%	0%	-1%	-1	0	-6%[57.1 µM]	-6%	2%	-8%
COc1cccc(C(=O)Nc2ccc3[nH]ncc3c2)c1OC
  -0.3%	-1%	1%	-2	10	2%[57.1 µM]	-17%	8%	6%
COc1cc2[nH]c(=O)c(C(=O)NCCCN3CCCCC3)c(O)c2cc1OC
  1.4%	-2%	2%	-1	7	38%[activator]	-8%	7%	10%
CCCC(=O)Nc1nc(C)c(-c2csc(Nc3ccccc3OC)n2)s1
  0.3%	10%	-8%	-6	3	0%[57.1 µM]	-16%	6%	3%
CC1(NC(=O)Nc2ccccc2)CCS(=O)(=O)C1 (stereo not drawn)
  -4.6%	0%	-1%	1	-6	7%[57.1 µM]	-8%	-4%	5%
Cc1ccc(N2CCN(C(=O)c3cc(C(=O)c4ccccc4C)c[nH]3)CC2)c(C)c1
  1.2%	6%	2%	7	-2	4%	-27%	1%	-2%
Cc1nc2ccccn2c1C(=O)N/N=C/c1ccc([N+](=O)[O-])o1
  15%	3%	1%	-2	8	-12%[57.1 µM]	-21%	-10%	-7%
CCc1ccc(CNC(=O)CN2CCSc3ccccc32)cc1
  1.8%	-1%	-4%	-3	0	-3%[57.1 µM]	u	-2%	1%
CCOC(=O)c1c(-c2ccccc2)oc2ccc(N(C(C)=O)S(=O)(=O)c3ccc(C)cc3)cc12
  -0.7%	-1%	-11%	-3	-19	45%[activator]	-27%	-3%	-10%
COC(=O)C1CCN(C(=O)c2cc(-c3ccc(Cl)s3)nc3ccccc23)CC1
  7.9%	0%	3%	4	-2	91%[activator]	-25%	1%	-3%
CCOc1ccc(N=C(C)C2=C(O)c3ccccc3C2=O)cc1
  21%	5%	1%	1	0	-18%	-3%	10%	-9%
CS(=O)(=O)c1ccc(C(=O)OCC(=O)NCC2CCCO2)cc1[N+](=O)[O-] (stereo not drawn)
  x	-12%	-28%	x	-2	2%	x	x	x
Cc1ncc(CO)c(/C=N/NC(=O)c2cc3c(s2)CCCC3)c1O
  -0.2%	2%	-11%	-4	-9	5%[2.29 µM]	-25%	-15%	-5%
Cc1ccc(CNC(=O)CCS(=O)(=O)c2ccc(Br)s2)o1
  0.6%	-3%	1%	0	0	7%	-16%	-2%	0%
COc1ccc(C(=O)NC(C(=O)OCC(=O)Nc2sccc2C(N)=O)C(C)C)cc1 (stereo not drawn)
  -0.4%	5%	0%	1	-5	2%	-14%	-12%	-7%
CCCCOC(=O)CSc1nnc(-c2cc(OC)c(OC)c(OC)c2)o1
  6.4%	13µM*	1%	-1	0	-5%	-15%	-11%	0%
Cc1noc(C)c1C(=O)Nc1sc2c(c1C(N)=O)CCCCC2
  0.0%	-1%	0%	-1	9	4%	-15%	-9%	0%
COc1ccc(C2C(C(=O)c3ccco3)=C(O)C(=O)N2CC2CCCO2)c(OC)c1 (stereo not drawn)
  15%	-3%	-1%	1	-5	-10%	-2%	-9%	0%
CC(OC(=O)c1cc2c(ccc3ccccc32)oc1=O)c1nc2ccccc2s1 (stereo not drawn)
  -1.2%	-3%	-1%	9	-3	107%[activator]	2%	3%	0%
O=C(c1cc2cc([N+](=O)[O-])ccc2oc1=O)N1CCN(C2CCCCC2)CC1
  0.2%	-1%	0%	-1	-11	4%	-24%	-10%	-3%
COCCCNC(=O)Cc1c(C)c2c(cc(C)c3c(C(C)(C)C)coc32)oc1=O
  1.2%	8%	u	-4	1	40%[activator]	-19%	-17%	-4%
CCOc1ccccc1CN1CCC(n2nccc2NC(=O)CCCc2ccccc2)CC1
  -2.1%	-3%	0%	5	-3	1%	-11%	0%	9%
Cc1cc(OCc2cc(C(=O)N(C)CCOc3ccccc3)no2)cc(C)c1Cl
  -0.4%	1%	1%	-3	-2	3%	-14%	-11%	2%
CCOC(=O)c1[nH]c(C)c(C(=O)N2CCN(c3ccc(F)cc3)CC2)c1C
  1.1%	-2%	-25%	6	5	-6%	-19%	0%	10%
CSc1ccccc1NC(=O)C1(C)CCN1C(=O)Cc1ccccc1Cl (stereo not drawn)
  x	-4%	-1%	-3	-3	x	x	x	x
CC(NC(=O)c1cccs1)c1ccc(Cl)cc1 (stereo not drawn)
  x	-2%	0%	-5	-5	-3%	-9%	4%	-7%
CC(=O)Nc1ccc(/C=N/OCC(=O)Nc2ccc(C)cc2)cc1
  6.6%	3%	1%	5	-2	-10%	-8%	2%	5%
Cc1ccc(C(=O)OCC(=O)N2CCCCCC2)cc1S(=O)(=O)N1CCOCC1
  x	-3%	0%	2	-7	9%[11.4 µM]	-6%	11%	3%
CCC1CC2(C)NC(=O)c3c(sc4c3CC(C)(C)OC4)N2C1=O (stereo not drawn)
  -0.3%	-2%	0%	-7	-6	101%[activator]	-5%	-5%	8%
S=C1NC[C@H](CC2CCCCC2)N1CCc1cccc2ccccc12
  -0.7%	-1%	-1%	3	-4	-2%[57.1 µM]	-29%	-25%	5%
CN=C1C([N+](=O)[O-])=CC=C2C1=NC1(CCCCC1)N2O
  -1.0%	-2%	-3%	-12	13	-7%	-12%	0%	2%
O=C(NCCC1=CCCCC1)N[C@@H](Cc1ccccc1)C(=O)O
  -0.2%	2%	3%	-5	-2	11%[57.1 µM]	-21%	4%	8%
N#Cc1cc2c(nc1SCC(=O)Nc1nccs1)CCCCC2
  u	-2%	-16%	4	-7	59%[activator]	-12%	-14%	8%
CC1CCCCN1C(=O)CCNS(=O)(=O)c1ccc2c(c1)c(=O)n(C)c(=O)n2C (stereo not drawn)
  10%	-6%	2%	-1	-1	11%	-24%	-9%	-2%
COc1cc(/C=C/C(=O)OCC(=O)NCCC2=CCCCC2)ccc1O
  6.3%	2%	1%	-21	2	2%[57.1 µM]	-23%	2%	11%
CN1C(=O)C(CC(=O)Nc2ccc(F)cc2)N(Cc2cccs2)C1=S (stereo not drawn)
  0.1%	-1%	-10%	-3	1	-11%	-15%	10%	1%
O=C(Nc1ccc([N+](=O)[O-])cc1)c1ccc(S(=O)(=O)N2CCCC2)cc1
  0.4%	-6%	0%	-3	-5	-4%	-17%	10%	0%
COc1ccc(C(=O)CSc2nnc(CNc3nc(-c4ccccc4)cs3)n2C)cc1
  2.2%	-4%	1%	2	-6	5%[57.1 µM]	-16%	1%	2%
Cc1ccc(NC(=O)CN2C(=O)NC3(CCCc4ccccc43)C2=O)cc1S(=O)(=O)N1CCOCC1 (stereo not drawn)
  0.1%	-1%	-11%	-4	0	-22%[57.1 µM]	-10%	-5%	10%
Oc1ccccc1C1CC(c2cccs2)=NC(c2ccc(Cl)cc2)N1 (stereo not drawn)
  0.3%	-4%	u	1	1	-1%	u	-1%	1%

# Retrieved by structure from above (2):
# Values run as follows: RXFP1 agonist	Glioma ERSR ind	Vif-A3G inh	PI4K2A block	LDHA inh	TrxR1 substrate	USP1 inh	Vif-A3F inh	IDH1 R132H inh
COc1ccc(C(=O)CSc2nnc(CNc3nc(-c4ccccc4)cs3)n2C)cc1
  2.2%	-4%	1%	2	-6	5%[57.1 µM]	-16%	1%	2%
Cc1ccc(NC(=O)CN2C(=O)NC3(CCCc4ccccc43)C2=O)cc1S(=O)(=O)N1CCOCC1 (stereo not drawn)
  0.1%	-1%	-11%	-4	0	-22%[57.1 µM]	-10%	-5%	10%

# High-throughput results deposited in PubChem BioAssay by National Center for Advancing Translational Sciences (NCATS).
